RNase H inhibition = RNase H inhibition, HIV 1 Gag Pol polyprotein, FRET biochemical assay, screening (AID 372). HIV-1 RT RNase H, FRET RNA/DNA substrate fluorescence; higher % means a stronger effect. 0.77% of 100,000 active. one-dose inhibition, % at 10 µM; IC50 in µM for titrated hits; in the data active = inhibition above about 50%
* = called active by the depositor. Not all compounds are listed. The share of hits here may be higher or lower than overall.

Screening COc1ccc2c(c1)nc(SCC(=O)c1ccccc1)n2C returned RNase H inhibition 8%.
Cn1c(O)c(C=NCC2CCCO2)c(=O)n(C)c1=O (stereo not given) was read as RNase H inhibition 2%.
CC(C)(C)c1ccc2c(c1)C(=O)NC2=O was read as RNase H inhibition 4%.
`O=[N+]([O-])c1cnc(Nc2ccc(O)cc2)c([N+](=O)[O-])c1` gave RNase H inhibition 8%.
For Cc1ccc(/C(N)=N/OC(=O)COc2cccc(C)c2)cc1 the results were RNase H inhibition 0%.
`COc1cc(/C(C)=N/NC(=O)C(O)(c2ccccc2)c2ccccc2)ccc1O` gave RNase H inhibition 9%.
CN1CCN(c2nc3ccccn3c(=O)c2/C=C2\SC(=S)N(C)C2=O)CC1 was read as RNase H inhibition 2%.
CCN1C(=O)/C(=C\c2cc(Br)ccc2OCCOc2cccc(OC)c2)SC1=S was read as RNase H inhibition 14%.
`COc1ccc(/C=C(/NC(=O)c2ccccc2)C(=O)N/N=C/c2cc(O)ccc2[N+](=O)[O-])cc1OC` gave RNase H inhibition 4%.
O=C(Cc1ccc(-c2ccccc2)cc1)NNC(=O)c1ccc(Cl)cc1 was read as RNase H inhibition 20%.
For COc1ccc(/C=C2\SC(=O)N(c3ccccc3)C2=O)cc1C the results were RNase H inhibition 10%.
`COc1cc(NC(=O)c2cccc([N+](=O)[O-])c2)c(OC)cc1NC(C)=O` gave RNase H inhibition 3%.
`COc1ccc(OC)c(CN2CCN(Cc3ccc(OC)c(OC)c3)CC2)c1` gave RNase H inhibition 11%.
`Cc1ccc(C(C)C)c(OCC(=O)Nc2cccc(-c3nc4ncccc4o3)c2C)c1` gave RNase H inhibition 10%.
Screening COc1cc(O)cc(Br)c1/C=N/Nc1nc2ccccc2s1 returned RNase H inhibition 32%.
`CCN(CC)c1ccc(C=Nc2cccc(C(N)=O)c2)c(O)c1` gave RNase H inhibition 3%.
For O=C(/C=C/C(=O)OCC(F)(F)C(F)F)Nc1ccc(Cl)cc1 the results were RNase H inhibition 10%.
Screening CCCCP(=O)(CCCC)CP(=O)(CCCC)CCCC returned RNase H inhibition 12%.
Screening COc1cccc(C2/C(=C(\O)c3ccccc3)C(=O)C(=O)N2CCCCCC(=O)O)c1 (stereo not given) returned RNase H inhibition 2%.
Screening COC(=O)C1=C(C)NC2=C(C(=O)CCC2)C1c1coc2ccccc2c1=O (stereo not given) returned RNase H inhibition 0%.
O=S(=O)(Nc1ccc2oc(-c3ccccc3Br)nc2c1)c1ccccc1 was read as RNase H inhibition 17%.
Cc1ccc(S(=O)(=O)N/N=C/c2ccc(OC(C)C(=O)O)cc2)cc1 (stereo not given) was read as RNase H inhibition 0%.
Screening COc1ccc(C(=O)N2CC(C)OC(C)C2)cc1[N+](=O)[O-] (stereo not given) returned RNase H inhibition 0%.
C=C1c2cc(OC)ccc2NC(=O)N1c1ccccc1 was read as RNase H inhibition 9%.
O=C(Nc1ccc(Cl)cc1)Nc1nnc(COc2ccccc2F)s1 was read as RNase H inhibition 8%.
O=C(N/N=C/c1c(O)ccc2ccccc12)c1cc(Br)ccc1O was read as RNase H inhibition 7%.
Screening C=CCN1C(=O)/C(=C\c2ccc(-c3ccccc3Cl)o2)SC1=S returned RNase H inhibition 15%.
`COc1cc(/C=C2\C(=O)NC(=O)N(c3ccccc3C)C2=O)cc(OC)c1O` gave RNase H inhibition 10%.
Cc1cccc(OCC(=O)N2CCN(c3ccc([N+](=O)[O-])cc3)CC2)c1 was read as RNase H inhibition 6%.
For Cc1ccc(C)c(NC(=O)C2CC(O)CN2C(=O)OCc2ccccc2)c1 (stereo not given) the results were RNase H inhibition 0%.
`N/C(=N\OC(=O)c1ccccc1Cl)c1ccccc1` gave RNase H inhibition 5%.
Screening N#C/C(=C\c1ccc(-c2ccc(Cl)c(Cl)c2)o1)C(=O)N1CCCCC1 returned RNase H inhibition 24%.
For CC(=O)O/N=C1\CCCc2c1[nH]c1ccccc21 the results were RNase H inhibition 8%.
For COc1ccc(C)cc1N=Nc1ccc([N+](=O)[O-])cc1 the results were RNase H inhibition 8%.
Screening N#CCCn1c2c(c3ccccc31)CCCC2 returned RNase H inhibition 7%.
Screening CCCCOC(=O)c1ccc(NC(=S)NC(=O)c2ccccc2Br)cc1 returned RNase H inhibition 14%.
COc1ccc(NC(=O)/C(C#N)=C\c2cc(Cl)cc(Cl)c2Cl)cc1 was read as RNase H inhibition 16%.
For Cc1ccc(S(=O)(=O)Nc2cc(C)c(O)c(S(=O)(=O)c3ccc(C)cc3)c2)cc1 the results were RNase H inhibition 18%.
CC(=O)c1ccc(Nc2ncnc(Nc3ccc(C(C)=O)cc3)c2[N+](=O)[O-])cc1 was read as RNase H inhibition 0%.
Screening CC1(C)CC(NC2=CC(=O)CC2)CC(C)(C)N1 returned RNase H inhibition 15%.
For N#Cc1c(Nc2ccccc2)ccnc1N1CCN(c2ccccc2)CC1 the results were RNase H inhibition 8%.
`O=C(NC1CCCCC1)c1cccc(C(F)(F)F)c1` gave RNase H inhibition 11%.
For O=C(NCc1ccccc1)C(O)(c1ccc(F)cc1)c1ccc(F)cc1 the results were RNase H inhibition 10%.
COc1ccc(/C=C(\NC(=O)c2ccccc2)C(=O)Nc2ccccc2C)cc1OC was read as RNase H inhibition 3%.
`COc1ccccc1/C=C1\SC(=S)N(c2cccc(C)c2)C1=O` gave RNase H inhibition 21%.
Cn1cc(/C=C/c2nc3ccccc3c(=O)[nH]2)c2ccccc21 was read as RNase H inhibition 18%.
`O=C(Cc1ccc(Br)cc1)N1CCN(c2ccc(F)cc2)CC1` gave RNase H inhibition 9%.
`COc1ccc(C(=O)NCC(C)c2ccccc2)cc1OC` (stereo not given) gave RNase H inhibition 3%.
Cc1cc(OCCCCCCn2ccnc2)cc(C)c1Cl was read as RNase H inhibition 2%.
`O=C1CCC(C(=O)NCc2cccnc2)N1` (stereo not given) gave RNase H inhibition 6%.
`CCOc1ccc(NC(=O)C2=C(C)NC(=O)NC2c2ccc(C)cc2)cc1` (stereo not given) gave RNase H inhibition 2%.
Screening CCOc1ccc(C(=O)NC(=S)Nc2cc(-c3nc4ccc(C)cc4o3)ccc2C)cc1Cl returned RNase H inhibition 15%.
For Cc1cc(C)cc(N=Cc2ccc(OC3CSC3)cc2)c1 the results were RNase H inhibition 5%.
`COc1ccc(Br)cc1C(=O)Nc1ccc(-c2nc3cc(C)c(C)cc3o2)c(O)c1` gave RNase H inhibition 4%.
`O=C(N/C(=C/c1cccs1)C(=O)N1CCCCCC1)c1ccccc1` gave RNase H inhibition 5%.
Screening CCOC(=O)c1ccccc1NC(=O)c1sc(NC(=O)C2CC2)c(C(=O)OCC)c1C returned RNase H inhibition 22%.
COc1ccccc1CC(=O)Nc1cc([N+](=O)[O-])ccc1C was read as RNase H inhibition 0%.
C=CCc1c(C)nc(-c2ccccc2)nc1Nc1ccc(C(=O)O)cc1 was read as RNase H inhibition 6%.
Screening COc1ccc(/C=C(/NC(=O)c2ccccc2)C(=O)Nc2cccc(C(=O)O)c2)cc1 returned RNase H inhibition 7%.
COc1cc(/C=C2\C(=O)NN(c3ccccc3)C2=O)cc(Br)c1OCC(=O)O was read as RNase H inhibition 10%.
For CCOc1ccccc1OCCCCOc1cc(C)cc(C)c1 the results were RNase H inhibition 9%.
For CCCOc1cc2oc(=O)c3c(c2cc1Cl)CCCC3 the results were RNase H inhibition 24%.
`N#Cc1c(/N=C/C=C/c2ccccc2)sc2c1CCCC2` gave RNase H inhibition 6%.
O=[N+]([O-])c1ccc2nc3c([nH]c4ccccc43)c(Cl)c2c1 was read as RNase H inhibition 58%*.
`CCCOc1ccccc1NC(=O)CC1Sc2ccc(C(F)(F)F)cc2NC1=O` (stereo not given) gave RNase H inhibition 29%.
COc1ccccc1CNC(=O)c1cccc([N+](=O)[O-])c1C was read as RNase H inhibition 1%.
For CCCCOC(=O)C1=C(C)NC2=C(C(=O)CCC2)C1c1ccc(CC)cc1 (stereo not given) the results were RNase H inhibition 7%.
For COc1cc(NC(=O)c2cccc(C)c2)c(Cl)cc1NC(=O)c1ccc(Cl)cc1 the results were RNase H inhibition 3%.
O=c1[nH]c(SCCOc2ccccc2F)nc2ccccc12 was read as RNase H inhibition 13%.
Screening O=C(NCCO)C(=O)NCc1ccco1 returned RNase H inhibition 6%.
`CC(C)=CC1C(C(=O)Nc2ccc(Br)cn2)C1(C)C` (stereo not given) gave RNase H inhibition 2%.
For O=C(COc1ccccc1[N+](=O)[O-])N=Nc1c(O)[nH]c(=O)[nH]c1=O the results were RNase H inhibition 4%.
Cc1ccc(OCCCCN2CCCCC2)c(Cl)c1 was read as RNase H inhibition 14%.
Cc1c(Cl)cccc1N=C1NC(=O)/C(=C/c2ccc(-c3ccccc3C(=O)O)o2)S1 was read as RNase H inhibition 0%.
CCc1ccccc1NC(=O)c1cccc(C(=O)Nc2ccccc2CC)c1 was read as RNase H inhibition 4%.
Cc1ccc(N(CC(=O)NC2CCCC2)S(=O)(=O)c2ccccc2)cc1 was read as RNase H inhibition 2%.
`Cc1ccc(-n2[nH]c(C)c(C=O)c2=O)cc1` gave RNase H inhibition 7%.
For Cc1ccccc1/C=C(/C#N)C(=O)Nc1ccc(O)cc1 the results were RNase H inhibition 7%.
For O=C(O)CCC(=O)Nc1cc(Cl)cc(Cl)c1 the results were RNase H inhibition 5%.
For O=C1C(c2ccccc2)c2ccccc2N1Nc1ccc(Br)cc1 (stereo not given) the results were RNase H inhibition 14%.
`Cc1n[nH]c(C)c1CCC(=O)N/N=C\c1ccc(Cl)c(Cl)c1` gave RNase H inhibition 10%.
For CCCCCCN1C(=O)C(O)=C(C(C)=O)C1c1cccc([N+](=O)[O-])c1 (stereo not given) the results were RNase H inhibition 0%.
For O=C(Nc1sc2c(c1C(=O)Nc1ccccc1)CCCCC2)c1ccccc1 the results were RNase H inhibition 23%.
Screening C=CCOc1cc(N(CC)CC)ccc1C=C1C(=O)NC(=S)NC1=O returned RNase H inhibition 3%.
Cc1ccc(S(=O)(=O)CCc2nnc(NC(=O)c3ccc(Cl)cc3)s2)cc1 was read as RNase H inhibition 11%.
CCOC(=O)c1ccc(NC(=O)CCCOc2ccc(Cl)cc2Cl)cc1 was read as RNase H inhibition 2%.
For CCN1C(=O)c2cccc3c(NC(=O)c4cccs4)ccc1c23 the results were RNase H inhibition 8%.
Screening COC(=O)C1=C(C)NC(C)=C(C(=O)OC)C1c1ccc(OC)cc1 returned RNase H inhibition 7%.
`CC(=O)N/C(=C\c1ccccc1)C(=O)Nc1cc(C)cc(C)c1` gave RNase H inhibition 6%.
`COc1cccc(OC)c1C(=O)NC(C)c1ccccc1` (stereo not given) gave RNase H inhibition 7%.
`COC(=O)c1c(-c2ccc(C3CCCCC3)cc2)csc1N` gave RNase H inhibition 26%.
Cc1ccnc(NC(=O)COC(=O)CN2C(=O)C(=O)c3ccccc32)c1 was read as RNase H inhibition 10%.
Screening CCOC(=O)c1ccc(NC(=O)C2CN(S(=O)(=O)c3ccccc3)CCN2S(=O)(=O)c2ccccc2)cc1 (stereo not given) returned RNase H inhibition 7%.
O=C(CCc1ccccc1)Nc1cccc(NS(=O)(=O)c2ccccc2)c1 was read as RNase H inhibition 6%.
`CN(C)CCNCC12CC3CC(CC(C3)C1)C2` gave RNase H inhibition 2%.
`CCCCOc1ccc(-c2ccc(C(N)=O)cc2)cc1` gave RNase H inhibition 3%.

Sorted by heavy-atom count (highest first): part of the list above.
Screening CCOC(=O)c1ccc(NC(=O)C2CN(S(=O)(=O)c3ccccc3)CCN2S(=O)(=O)c2ccccc2)cc1 (stereo not given) returned RNase H inhibition 7%.
For O=C(Nc1sc2c(c1C(=O)Nc1ccccc1)CCCCC2)c1ccccc1 the results were RNase H inhibition 23%.
Cc1ccc(S(=O)(=O)CCc2nnc(NC(=O)c3ccc(Cl)cc3)s2)cc1 was read as RNase H inhibition 11%.
CCOC(=O)c1ccc(NC(=O)CCCOc2ccc(Cl)cc2Cl)cc1 was read as RNase H inhibition 2%.
For CCCCCCN1C(=O)C(O)=C(C(C)=O)C1c1cccc([N+](=O)[O-])c1 (stereo not given) the results were RNase H inhibition 0%.
For O=C1C(c2ccccc2)c2ccccc2N1Nc1ccc(Br)cc1 (stereo not given) the results were RNase H inhibition 14%.
For CCN1C(=O)c2cccc3c(NC(=O)c4cccs4)ccc1c23 the results were RNase H inhibition 8%.
`COC(=O)c1c(-c2ccc(C3CCCCC3)cc2)csc1N` gave RNase H inhibition 26%.
`COc1cccc(OC)c1C(=O)NC(C)c1ccccc1` (stereo not given) gave RNase H inhibition 7%.
`CCCCOc1ccc(-c2ccc(C(N)=O)cc2)cc1` gave RNase H inhibition 3%.
`CN(C)CCNCC12CC3CC(CC(C3)C1)C2` gave RNase H inhibition 2%.
For O=C(O)CCC(=O)Nc1cc(Cl)cc(Cl)c1 the results were RNase H inhibition 5%.

Following part:
Fc1cccc(Cl)c1C=Nn1c(-c2ccc(Cl)cc2Cl)n[nH]c1=S was read as RNase H inhibition 20%.
Screening CN(C)CCOC(=O)CCN1C(=O)/C(=C/c2ccc(Cl)cc2Cl)SC1=S returned RNase H inhibition 6%.
O=C(Nc1ccc(-c2ccccc2)cc1)c1ccc(Br)cc1 was read as RNase H inhibition 18%.
CC(C)(C)c1ccc(C(=O)OCC(=O)c2ccc(Br)cc2)cc1 was read as RNase H inhibition 7%.
For O=C1NC(=S)NC(=O)C1=Cc1cn(CCOc2ccc(Cl)cc2)c2ccccc12 the results were RNase H inhibition 42%.
CCN(CC)c1ccc(C=Nc2ccc(N(C)C)cc2)c(O)c1 was read as RNase H inhibition 16%.
`CN1C(=O)/C(=C/c2ccc(OC(=O)c3ccco3)cc2)SC1=S` gave RNase H inhibition 17%.
Screening COc1ccc(CN(CCC2(c3ccccc3)CC(C)N(C)CC2C)C(C)=O)cc1 (stereo not given) returned RNase H inhibition 11%.
